Pf Dd2 inh – blocks in vitro growth of P. falciparum Dd2 | P. falciparum Dd2 growth, SYBR Green, 72 h | Potency, µM (titrated, usually from 28.9 µM), for inactives: at the highest dose activity, negative = inhibition, actives largely listed as inhibitors | 120,000 compounds, 4.3% hits; active = well fitted inhibition curve with a large enough effect; inconclusive = small, poorly fitted or top-dose-only effect; inactive = no such curve, though single readings can be large or run the other way;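 also: plate controls were DMSO vehicle for no effect and reference drug for full effect; nearly all actives have a fitted effect of over 65% in size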
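Readout: SYBR Green fluorescence, 485 nm excitation, 535 nm emission, after ~16 h lysis at 37C. Before that, Dd2-infected red cells (2.5% hematocrit) grew 72 h with compound, 29 uM top final concentration.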
Numbers without * were called inactive; [ ] = dose if it differs, or a comment. Potency is read from the fitted curve at half-maximal effect.

How did COc1cc(CNC(=O)c2c(C)noc2-c2ccc(OC(F)(F)F)cc2)cc(OC)c1 do in these assays?
Pf Dd2 inh: inconclusive

Results for COc1ccc(CN2C[C@H]3CN(Cc4cccc(OC(F)(F)F)c4)CCN3C2=O)cc1 ?
Pf Dd2 inh: inactive

Results for COc1cc2c(cc1OC)n(Cc1ccc([N+](=O)[O-])cc1)c(=O)n1nc(-c3ccccc3)nc21 ?
Pf Dd2 inh: inconclusive

What do the screens show for `c1cncc(CN2CCC(C3CCN(Cc4ccc[nH]4)C3)CC2)c1` (configuration not stated)?
Pf Dd2 inh: -23%

How did Cc1noc(CN(C)C(=O)c2ccc(S(=O)(=O)NCCO)cc2)n1 do in these assays?
Pf Dd2 inh: -12%

What do the screens show for `O=C(NC1CCCc2nc(N3CCC(CO)CC3)ncc21)c1ccccn1` (configuration not stated)?
Pf Dd2 inh: inactive

What do the screens show for `COc1cc(C(=O)NCCc2sc(-c3cccc(F)c3)nc2C)cc(OC)c1OC`?
Pf Dd2 inh: inactive

How did O=C1NC(C(=O)NCc2ccc3c(c2)OCO3)Cn2cccc21 (configuration not stated) do in these assays?
Pf Dd2 inh: 27%

Results for Cc1ccccc1C(=O)N1CCC(C(=O)Nc2ccc(F)cc2F)CC1 ?
Pf Dd2 inh: 38%[activator]

What do the screens show for `CSc1ccc(CCNC(=O)CCc2c(C)nc3c4cccnc4nn3c2C)cc1`?
Pf Dd2 inh: inconclusive

Results for CS(=O)(=O)N1CCCN(C(=O)Cc2ccc(OC(F)(F)F)cc2)c2ccccc21 ?
Pf Dd2 inh: -9%

Results for Cc1cccc(NC(=O)N2CCC(CCNC(=O)c3cnccn3)CC2)c1 ?
Pf Dd2 inh: -13%

Results for CC1=C(C(=O)OCC2CCCCC2)C(c2ccc(F)cc2F)CC(=O)N1 (configuration not stated) ?
Pf Dd2 inh: 1%

Results for Cc1cccc(NC(=O)N2CCC(Oc3ccc(-c4noc(C)n4)cc3)C2)c1 (configuration not stated) ?
Pf Dd2 inh: 1%[5.79 µM]

Results for Cc1cccc(Cn2c(SCc3ccc(C(=O)NCc4ccccc4F)cc3)nc3ccncc32)c1 ?
Pf Dd2 inh: 11µM*

Results for CCN1CCN(C(c2ccccc2Cl)c2c(O)cc(C)n(Cc3ccco3)c2=O)CC1 (configuration not stated) ?
Pf Dd2 inh: 10%

Results for O=C(C1CCC1)N1[C@H]2CC[C@@H]1c1cnc(-c3ccc(F)cc3)nc1C2 ?
Pf Dd2 inh: 13µM*

How did Cc1nn(-c2ccccc2)c(OC(=O)c2cccc(Br)c2)c1S(=O)(=O)c1ccccc1 do in these assays?
Pf Dd2 inh: -19%

How did COC(=O)[C@H](Cc1ccccc1)NC1CCN(c2cccc(NC(=O)CC3CCCC3)c2)CC1 do in these assays?
Pf Dd2 inh: -2%

Results for Brc1ccc(CN2CCC(c3nc4ncccc4[nH]3)CC2)cc1 ?
Pf Dd2 inh: 3%

How did CCn1cc(-c2ccc(C)cc2)cc1C(=O)NCC1CCCO1 (configuration not stated) do in these assays?
Pf Dd2 inh: inactive

What do the screens show for `O=C(C1CCCC1)N1Cc2ccccc2NC(=O)C12CCNC2` (configuration not stated)?
Pf Dd2 inh: 15%

Results for N#Cc1cccc(CN2C3CCC2CN(C(=O)c2ccncc2)C3)c1 ?
Pf Dd2 inh: 15%[44.1 µM]

What do the screens show for `CCN(CC)c1ccc(CNCCCSc2nnnn2C)cc1`?
Pf Dd2 inh: inconclusive

What do the screens show for `O=C(Nc1ccncn1)[C@@H]1C[C@@H](c2ccc(F)cc2)N(Cc2ccccc2)C1`?
Pf Dd2 inh: inactive

How did CCC1(C)CC(=O)c2c(ccc3oc(C(=O)NCc4ccccc4)c(C)c23)O1 (configuration not stated) do in these assays?
Pf Dd2 inh: inconclusive

Results for O=C(NCc1ccccc1F)c1ccc2c(c1)CN(Cc1ccncc1)CCO2 ?
Pf Dd2 inh: inactive

What do the screens show for `CCC12CN3CC(CC)(CN(C1)C3c1ccc(OCc3ccccc3)cc1)C2=O` (configuration not stated)?
Pf Dd2 inh: inactive

What do the screens show for `O=C(NCCc1ccncc1)c1coc(CN2CCN(c3ccccc3F)CC2)n1`?
Pf Dd2 inh: 0%

How did CCO[C@H]1CN(C(=O)c2nc3ccccc3[nH]c2=O)C[C@@H]1O do in these assays?
Pf Dd2 inh: inactive

How did Cc1ccccc1-n1c(/C=C/c2c(C)[nH]c3ccccc23)nc2ccccc2c1=O do in these assays?
Pf Dd2 inh: 3.2µM*

Results for COCCOc1ncccc1-c1noc([C@@H]2CCCN2C(C)C)n1 ?
Pf Dd2 inh: inconclusive

What do the screens show for `Cc1cccc(OCC(=O)Nc2cccc(-c3nnc4n3CCCC4)c2)c1`?
Pf Dd2 inh: inconclusive

What do the screens show for `CCc1nc2cc(N3CCC(C(=O)NC(C)c4cccnc4)CC3)cnc2nc1CC` (configuration not stated)?
Pf Dd2 inh: -11%

What do the screens show for `CCOC(=O)c1cnc2ccc(OCC)cc2c1Nc1ccc(OCc2ccccc2Cl)cc1`?
Pf Dd2 inh: inconclusive

Results for COc1ccc2c(c1)CCN=C2C[C@H]1CN(C(=O)c2ccc(C#N)cc2)CC[C@H]1CC(=O)O ?
Pf Dd2 inh: -4%

Results for O=C(NCc1ccc(F)cc1)c1nc(-c2ccc(Cl)nc2)c2cnccn12 ?
Pf Dd2 inh: 7.9µM*

Results for Cc1c(Cl)cccc1NC(=O)C(C)n1c(=O)cc(-c2ccccc2)c2c(C)nn(C)c21 (configuration not stated) ?
Pf Dd2 inh: inactive

What do the screens show for `CN(CC1CCOC1)C(=O)Nc1ccccc1C(F)(F)F` (configuration not stated)?
Pf Dd2 inh: 19%[5.79 µM]

Results for Cc1ccc(CN[C@@H]2CO[C@H](CNC(=O)c3cccs3)[C@H]2O)cc1 ?
Pf Dd2 inh: inactive

How did CC(=O)N1CCC(N2CC[C@H](c3nnc(-c4ccco4)o3)C2)CC1 do in these assays?
Pf Dd2 inh: -25%[44.1 µM]

Results for CN1CCN(C(c2ccccc2)c2sc3nc(-c4ccco4)nn3c2O)CC1 (configuration not stated) ?
Pf Dd2 inh: 79%[activator]

What do the screens show for `Cc1ccc(CCNC(=O)c2ccc(CS(=O)(=O)Cc3cccc(C)c3)o2)cc1`?
Pf Dd2 inh: 15%

Results for CCOc1ccc(CCNC(=O)c2c3c(nc4ccccc24)C(=O)N(C2CCCCC2)C3)cc1 ?
Pf Dd2 inh: inactive

How did COc1ccc(NC(=O)c2cc(S(=O)(=O)N3CCOCC3)ccc2OC)cc1 do in these assays?
Pf Dd2 inh: inactive

What do the screens show for `Cn1ncc(N2CCC(CNC(=O)CN3CCOCC3)C2)cc1=O` (configuration not stated)?
Pf Dd2 inh: 18%

What do the screens show for `COc1cccc(C2Cn3nnc(-c4nc(-c5ccc(OC)c(F)c5)no4)c3CO2)c1` (configuration not stated)?
Pf Dd2 inh: inconclusive

What do the screens show for `C#CCNC(=O)C[C@@H]1CCN(C(=O)Nc2cccc(C(=O)OCC)c2)C[C@@H]1CC`?
Pf Dd2 inh: inactive

What do the screens show for `O=C(Nc1cccc(-c2ccc(F)cc2)c1)C1CCCN1C(=O)C1CCOCC1` (configuration not stated)?
Pf Dd2 inh: -10%

What do the screens show for `CC(C(=O)NC1CC1)[C@@H]1CC[C@@]2(C)CC[C@H](NC(=O)CC(C)(C)C)[C@@H](C)[C@@H]2[C@H]1O` (some centres not stated)?
Pf Dd2 inh: inconclusive

What do the screens show for `O=C(COc1ccc(F)cc1)N1CCC2(CC1)N=C(c1ccccc1)NC2=O`?
Pf Dd2 inh: inconclusive

What do the screens show for `O=C(NCc1cccc(F)c1)N1CCc2nc3cc(-c4ccccc4)[nH]n3c(=O)c2C1`?
Pf Dd2 inh: 88%[activator][5.79 µM]

How did COC(=O)c1cccc(NC(=O)C2CCc3sc(C(=O)N(C)C)cc3C2)c1 (configuration not stated) do in these assays?
Pf Dd2 inh: inactive

What do the screens show for `CCc1c(C(=O)N2CCCC3(CCNC3)C2)[nH]c2ccccc12` (configuration not stated)?
Pf Dd2 inh: -5%

How did Cc1noc(-c2ccn3c(CNC(=O)c4ccccn4)nnc3c2)n1 do in these assays?
Pf Dd2 inh: -2%

What do the screens show for `O=C(c1ccncc1)N1CCC2(CC1)CN(c1ncccn1)CC2CO` (configuration not stated)?
Pf Dd2 inh: inactive

Results for O=S(=O)(Nc1ccccc1C(F)(F)F)c1ccc(N2CCCCS2(=O)=O)cc1 ?
Pf Dd2 inh: 28%

Results for Cc1ccc(-n2nc3c(N4CCC(C(=O)NCCc5ccccc5C)CC4)nnc(C)c3c2C)cc1 ?
Pf Dd2 inh: 8.9µM*

How did Cc1cc(=O)n(CC(=O)Nc2ccc(C)c(Cl)c2)c(N2CCC(C)CC2)n1 do in these assays?
Pf Dd2 inh: -22%

How did CCn1ncc(N2CCC(NC(=O)C(C)c3ccccc3)CC2)cc1=O (configuration not stated) do in these assays?
Pf Dd2 inh: -1%

How did COc1ccc(-c2onc(C)c2C)cc1S(=O)(=O)N(C)Cc1ccccc1 do in these assays?
Pf Dd2 inh: 1%

Results for Cc1noc([C@@H]2C[C@H](NC(=O)c3cccnc3)CN2C)n1 ?
Pf Dd2 inh: -70%[44.1 µM]

What do the screens show for `CCc1ccc(N2CC(c3noc(-c4ccccn4)n3)CC2=O)cc1` (configuration not stated)?
Pf Dd2 inh: 9%

How did CCc1ccc(-c2cn3c(n2)sc2cc(C(=O)NC4CCCCCC4)ccc23)cc1 do in these assays?
Pf Dd2 inh: 8%

How did Cc1nc(C)c(C(=O)N2CCCC(c3nn(C)c(=O)n3C(C)C)C2)s1 (configuration not stated) do in these assays?
Pf Dd2 inh: 12%

How did Cc1nc(-c2cnccn2)n(CC(=O)Nc2cccc(F)c2)c(=O)c1CCO do in these assays?
Pf Dd2 inh: inactive

Results for CCn1cc(CN2CCCC23CCN(c2ccc(C(F)(F)F)cn2)CC3)c(C)n1 ?
Pf Dd2 inh: inconclusive

How did CCOc1ccccc1NC(=O)N1CCN(C(=O)N2CC3CC(C2)[C@H]2CCCC(=O)N2C3)CC1 (some centres not stated) do in these assays?
Pf Dd2 inh: inactive

Results for Cc1n[nH]c(C)c1CNC(=O)C1CCN(c2cnn(CC3CC3)c(=O)c2)C1 (configuration not stated) ?
Pf Dd2 inh: inactive

What do the screens show for `Cc1nc2cc(N3CCC(C(=O)O)CC3)cnc2nc1C`?
Pf Dd2 inh: -23%

Results for Cc1cc(C)n(CC(=O)N2CCC3(CC2)NCCc2c3[nH]c3ccccc23)n1 ?
Pf Dd2 inh: inconclusive

What do the screens show for `COc1ccc(C(=O)NC2CCN(c3cc(-c4ccc(Cl)cc4)[nH]n3)C2)cc1F` (configuration not stated)?
Pf Dd2 inh: inactive

How did CNC(=O)N1CCC(C2CCN(S(=O)(=O)c3cc(F)ccc3OC)C2)CC1 (configuration not stated) do in these assays?
Pf Dd2 inh: inactive

What do the screens show for `CCC(Sc1nc2cc3c(cc2c(=O)n1CCCCCC(=O)NCc1ccc2c(c1)OCO2)OCO3)C(=O)NCCCOC` (configuration not stated)?
Pf Dd2 inh: -18%

How did O=C(C[C@@H]1CCNC[C@@H]1Cc1cc(CSc2ccccc2)on1)NCCN1CCOCC1 do in these assays?
Pf Dd2 inh: -20%

Results for O=C(CN1C(=O)c2ccccc2Sc2ncccc21)Nc1cccc(C(F)(F)F)c1 ?
Pf Dd2 inh: inconclusive

Results for CCOc1ccc(C2Cn3nnc(-c4nc(-c5ccccc5C)no4)c3CO2)cc1 (configuration not stated) ?
Pf Dd2 inh: inactive

What do the screens show for `Cc1cc(C2CC(C(=O)NCCc3ccccc3)CN(C(=O)NC(C)C)C2)ccc1F` (configuration not stated)?
Pf Dd2 inh: inactive

How did CC(C)(C)C(=O)Cn1c(=O)n(-c2ccccc2)c(=O)c2c3c(sc21)CCC3 do in these assays?
Pf Dd2 inh: 0%

How did CC(C)NC(=O)NC[C@H]1O[C@@H]2C[C@@H](CC(=O)NCc3cnn(C)c3)O[C@@H]2[C@@H]1O do in these assays?
Pf Dd2 inh: -11%[44.1 µM]

Compounds listed so far containing an aryl methoxy group (10):
How did COc1cc(CNC(=O)c2c(C)noc2-c2ccc(OC(F)(F)F)cc2)cc(OC)c1 do in these assays?
Pf Dd2 inh: inconclusive

Results for COc1ccc(CN2C[C@H]3CN(Cc4cccc(OC(F)(F)F)c4)CCN3C2=O)cc1 ?
Pf Dd2 inh: inactive

Results for COc1cc2c(cc1OC)n(Cc1ccc([N+](=O)[O-])cc1)c(=O)n1nc(-c3ccccc3)nc21 ?
Pf Dd2 inh: inconclusive

What do the screens show for `COc1cc(C(=O)NCCc2sc(-c3cccc(F)c3)nc2C)cc(OC)c1OC`?
Pf Dd2 inh: inactive

Results for COc1ccc2c(c1)CCN=C2C[C@H]1CN(C(=O)c2ccc(C#N)cc2)CC[C@H]1CC(=O)O ?
Pf Dd2 inh: -4%

How did COc1ccc(NC(=O)c2cc(S(=O)(=O)N3CCOCC3)ccc2OC)cc1 do in these assays?
Pf Dd2 inh: inactive

What do the screens show for `COc1cccc(C2Cn3nnc(-c4nc(-c5ccc(OC)c(F)c5)no4)c3CO2)c1` (configuration not stated)?
Pf Dd2 inh: inconclusive

How did COc1ccc(-c2onc(C)c2C)cc1S(=O)(=O)N(C)Cc1ccccc1 do in these assays?
Pf Dd2 inh: 1%

What do the screens show for `COc1ccc(C(=O)NC2CCN(c3cc(-c4ccc(Cl)cc4)[nH]n3)C2)cc1F` (configuration not stated)?
Pf Dd2 inh: inactive

How did CNC(=O)N1CCC(C2CCN(S(=O)(=O)c3cc(F)ccc3OC)C2)CC1 (configuration not stated) do in these assays?
Pf Dd2 inh: inactive

Not all compounds are listed (hit frequency here may not be typical).
